Screening data as filed in PubChem BioAssay.
IDE cell activ: boosts human insulin-degrading enzyme activity in HEK cells. FAbeta-B cleavage, fluorescence polarization; 0% vehicle, 100% cell-free pure enzyme wells. activation, % at 5.96 µM. hit rate 0.073% among 340,000. AID 493087;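 active = activation above the mean of all tested compounds plus 3 SD, set per screening campaign, cut at about 17% in these data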
Target sequence (P14735 whole entry, looked up): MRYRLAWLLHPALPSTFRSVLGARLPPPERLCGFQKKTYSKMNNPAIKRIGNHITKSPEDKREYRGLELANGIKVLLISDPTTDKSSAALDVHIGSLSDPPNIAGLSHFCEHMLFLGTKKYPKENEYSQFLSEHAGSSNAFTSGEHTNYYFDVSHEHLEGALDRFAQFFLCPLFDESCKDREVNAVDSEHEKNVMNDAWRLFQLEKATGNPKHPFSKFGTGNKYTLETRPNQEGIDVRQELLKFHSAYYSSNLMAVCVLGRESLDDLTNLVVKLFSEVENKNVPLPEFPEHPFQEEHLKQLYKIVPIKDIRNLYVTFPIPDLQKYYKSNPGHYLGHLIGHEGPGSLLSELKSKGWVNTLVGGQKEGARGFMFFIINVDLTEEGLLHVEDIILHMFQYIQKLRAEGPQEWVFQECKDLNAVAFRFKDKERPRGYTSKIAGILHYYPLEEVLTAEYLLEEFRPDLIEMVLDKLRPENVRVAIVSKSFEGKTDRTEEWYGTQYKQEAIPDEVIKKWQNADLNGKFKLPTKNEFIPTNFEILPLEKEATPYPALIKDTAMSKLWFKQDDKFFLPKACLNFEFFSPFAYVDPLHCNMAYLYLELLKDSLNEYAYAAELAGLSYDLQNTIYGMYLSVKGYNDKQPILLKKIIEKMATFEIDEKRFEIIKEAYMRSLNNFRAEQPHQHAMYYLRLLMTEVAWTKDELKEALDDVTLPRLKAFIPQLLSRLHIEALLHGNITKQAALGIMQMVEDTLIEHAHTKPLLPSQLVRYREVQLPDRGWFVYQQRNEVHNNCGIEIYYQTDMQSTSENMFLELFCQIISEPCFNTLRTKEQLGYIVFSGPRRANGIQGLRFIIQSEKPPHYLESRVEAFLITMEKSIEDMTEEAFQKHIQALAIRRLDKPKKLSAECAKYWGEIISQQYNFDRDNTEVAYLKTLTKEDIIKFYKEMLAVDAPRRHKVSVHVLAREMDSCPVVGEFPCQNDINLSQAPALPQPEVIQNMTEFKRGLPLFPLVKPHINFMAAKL
The depositor's hits bear a star. The list is partial; the hit share may differ from the screen's.

SMILES | IDE cell activ
COc1cccc(C(=O)NCCS(=O)(=O)NCc2cccnc2)c1 | -5
CC(=O)Nc1ccc(S(=O)(=O)Nc2cccc(-n3c(C)nc4ccccc4c3=O)c2)cc1 | 1
Cc1cccc(NC(=O)C2CCN(S(=O)(=O)c3c(C)c(C)cc(C)c3C)CC2)n1 | 5
Cc1ccc2nc(SCC(=O)Nc3ccc4c(c3)OCO4)nc(=O)n2c1 | 1
O=C(NCCc1ccccc1)C(=O)NCCC1CCCCN1S(=O)(=O)c1ccccc1 (configuration not stated) | -9
CCCc1cc(=O)[nH]c(SCC(=O)c2c(N)n(C3CC3)c(=O)[nH]c2=O)n1 | 1
CCCCN1C(=O)C(C#N)CC2=C1CC(C)(C)CC2=O (configuration not stated) | 0
Cc1ccc(C(=O)OCC(=O)NC2CCCCC2)cc1S(=O)(=O)N1CCCCC1 | 4
CCOc1ccc(C(=O)NC2C(=O)N3C(C(=O)O)=C(COC(C)=O)CSC23)cc1OCC (configuration not stated) | -5
O=C(COC(=O)c1ccc([N+](=O)[O-])o1)Nc1ccc(Br)cc1F | 3
CC(=O)Nc1ccc2c(c1)Cc1c-2cc(Cl)c(NC(C)=O)c1Cl | 6
Cc1ccc2oc(=O)c(-c3ccc(O)cc3)c(C)c2c1 | 5
O=C(Cn1ccc(NC(=O)OCc2ccccc2)nc1=O)NCc1ccc2[nH]ccc2c1 | -3
C/C(CCc1ccc2c(c1)OCO2)=N\N=C1\NC(=O)CC(C(=O)Nc2ccc(C(=O)O)cc2)S1 (configuration not stated) | 2
Cc1ccc(NC(=O)NC(=O)CN2CCC(C(N)=O)CC2)c(C)c1 | -1
CC[C@@]1(C(=O)OC)N[C@H](CN(C)C(=O)Nc2ccc(C)cc2)[C@@H]2C(=O)N(C)C(=O)[C@@H]21 | 3
S=C(NCc1ccco1)NCc1ccco1 | 0
O=C(CCCc1ccccc1)NCCS(=O)(=O)N1CCN(c2ccc(F)cc2)CC1 | 5
COc1ccccc1NC(=O)C(=O)NCCC1CCCCN1S(=O)(=O)c1ccccc1 (configuration not stated) | 6
O=S(=O)(c1ccc(F)cc1)N1CCCC(c2nc(-c3ccc(F)cc3)no2)C1 (configuration not stated) | 2
O=C(NN=Cc1c(F)c(F)c(F)c(F)c1F)c1ccc(NS(=O)(=O)c2cccs2)cc1 | 0
COc1cc(C(c2c(NC(=O)c3ccco3)sc(C)c2C)N2CCOCC2)cc(OC)c1OC (configuration not stated) | -3
O=C1C2C3C=CC(C3)C2C(=O)N1c1ncc([N+](=O)[O-])s1 (configuration not stated) | 5
CCOc1ccc(NS(=O)(=O)c2ccc(C(=O)NCCN3CCOCC3)cc2)cc1 | -3
CCN(C(=O)CSc1nnc(-c2ccc(OC)cc2)n1N)c1c(N)n(Cc2ccccc2)c(=O)[nH]c1=O | -7
COc1cccc(CN(C)C(=O)c2ccc(OCC(=O)Nc3cccc(C(F)(F)F)c3)c(OC)c2)c1 | 4
CC(c1nnc(SCC(=O)c2c(N)n(C3CC3)c(=O)[nH]c2=O)n1-c1ccc(F)cc1)N(C)C (configuration not stated) | -4
Cc1cccc(NS(=O)(=O)c2cccc(C(=O)NCC(c3ccco3)N(C)C)c2)c1 (configuration not stated) | 11
CCN(CC(=O)NCc1ccc(Cl)cc1)C(=O)COc1cccc(C(F)(F)F)c1 | 3
COc1cc(NC(=O)CSc2nc(=O)n(CCN3CCOCC3)c3c2CCC3)cc(OC)c1 | 1
CC(C)NS(=O)(=O)c1ccc(NC(=O)C(C)OC(=O)CCC(=O)c2cccs2)cc1 (configuration not stated) | 3
c1ccc([C@H]2CNCCN2CCc2cccc3ccccc23)cc1 | 3
C=CC[C@]12CCc3sccc3C1N(c1ccc(C(=O)OCC)cc1)C2=O (some centres not stated) | 0
COc1ccc2[nH]c3c(c2c1)CCN1C(=O)C(CC(=O)NC/C=C(\C)CCC=C(C)C)C[C@H](C(=O)N2CCOCC2)[C@@]31CCC1CCCC1 (some centres not stated) | 1
COc1ccc(NC(=O)COC(=O)C2CCN(C(=O)c3ccc(Cl)cc3)CC2)c([N+](=O)[O-])c1 | 4
COc1cc(C(C)=O)ccc1OCC(=O)Nc1cc(S(=O)(=O)N2CCOCC2)ccc1N1CCCC1 | -3
CCOc1ccc(NC(=O)c2ccc3c(c2)C(=O)N(Cc2ccncc2)C3=O)cc1 | -2
CCC(C)(C)C1CCc2[nH]nc(C(=O)NCc3ccccn3)c2C1 (configuration not stated) | -1
CCN(CC)c1ccc(NC(=O)c2ccccn2)cc1S(=O)(=O)Nc1ccccc1OC | -2
O=C(COC(=O)C1CC1)NC(=O)c1ccccc1 | 0
O=C(COc1ccccc1)OCC(=O)c1ccc(O)cc1O | 2
COc1ccc(CN(CCC(C)C)S(=O)(=O)c2ccccc2Br)c(OC)c1 | 1
CCCc1nc2c(s1)CCc1onc(-c3ccc(Cl)cc3)c1-2 | 4
CCCCN(C(=O)COC(=O)c1nc2nc(C)cc(C)n2n1)C1CCS(=O)(=O)C1 (configuration not stated) | 2
COc1cc(OC)cc(-c2c(C#Cc3ccsc3)c3cc(-c4ccc(OC)c(OC)c4)ccc3n2C)c1 | -2
CC1CC(C)(C)CC(=O)C1C(=O)c1ccccc1 (configuration not stated) | 0
CCOC(=O)c1cc2nc(OCC)nc(OCC)c2[nH]1 | 2
Cc1cc(C)c(S(=O)(=O)n2cc(C(C)C(N)C(=O)O)c3ccccc32)c(C)c1 (configuration not stated) | 1
C[C@H](C[C@H](O)[C@H]1OC1(C)C)C1=C2C[C@H](O)C3[C@@]4(C)CCC(=O)C(C)(C)C4CC[C@]3(C)[C@@]2(C)CC1 (some centres not stated) | 5
CN(C)S(=O)(=O)c1cccc(NC(=O)c2ccc3c(c2)S(=O)(=O)N=C2CCCCCN23)c1 | 7
CC1CCCCC12NC(=O)N(CC(=O)OCc1ccccc1Cl)C2=O (configuration not stated) | 1
O=C(CSc1nc(=O)n(CCCN2CCOCC2)c2c1CCC2)Nc1ccc(F)cc1F | 3
Cc1ccc(S(=O)(=O)N2CCOCC2)cc1NC(=O)C1CC(=O)N(c2ccc3c(c2)OCCO3)C1 (configuration not stated) | -2
CCN(CC(=O)Nc1ccc(NC(C)=O)cc1)C(=O)c1sc2nc3n(c(=O)c2c1C)CCC3 | 6
CC(=O)Nc1ccc(NC(=O)C(C)OC(=O)/C(C#N)=C/c2ccc(N(C)C)cc2)cc1 (configuration not stated) | -35
O=C(Nc1cccc(C(=O)NC2CC2)c1)c1ccccc1 | -3
Cc1cc(C)c(C)c(S(=O)(=O)Nc2ccccc2C(=O)NN2CCOCC2)c1C | -5
c1ccc(NC2=NCCN2CCCC2CCCCC2)cc1 | 6
C[C@H](O)[C@@H]1C(=O)N2CCc3ccc(-c4cccc(F)c4)cc3[C@@H]2C[C@@H]1N(C)S(=O)(=O)c1ccccc1 | 2
CC(C)C[C@@H](CN)NC(=O)c1nc[nH]c1C(=O)N[C@@H](Cc1c[nH]c2ccccc12)C(=O)CNC[C@H](C)NC(=O)c1nc[nH]c1C(=O)N[C@@H](CC(=O)O)C(=O)O | 3

Next section:
SMILES | IDE cell activ
O=C(CSc1nnc2ccccn12)Nc1ccccc1Cl | 3
Cc1ccc(C(=O)NC(C(=O)OCc2cn3cc(Cl)ccc3n2)C(C)C)cc1 (configuration not stated) | 1
COC(=O)c1c(C)[nH]c(C(=O)COC(=O)CCNS(=O)(=O)c2cccc(C(F)(F)F)c2)c1C | 2
CC(C)CNC(=O)CSc1ccc(S(=O)(=O)N2CCN(C)CC2)cn1 | 0
CCOc1ccccc1C=C1SC(=S)N(CC)C1=O | 0
COC(=O)C1CCN(C(=O)COC(=O)CSc2ccc(C(N)=O)cc2[N+](=O)[O-])CC1 | 1
Cc1ccc(C(=O)COC(=O)CNC(=O)c2ccccc2)s1 | 1
CCc1ccccc1OCC(=O)NNCC(=O)Nc1cccc(C#N)c1 | 5
O=C(CSc1nc(=O)n2ccccc2n1)N1CCC(Cc2ccccc2)CC1 | -2
O=C(CCc1ccccc1Cl)Nc1cc2c(cc1C(=O)O)OCCCO2 | 1
CSc1ccc(CN(C)C(=O)CCNS(=O)(=O)c2ccc(C)c(C)c2)cc1 | 4
C=C(C)c1nc(Oc2ccccc2)nc(Oc2ccccc2)n1 | 9
O=C(c1ccco1)N1CCN(Cc2cc(=O)c(OCc3ccc([N+](=O)[O-])cc3)co2)CC1 | 2
COc1ccc(OC)c(NC(=O)C2CCN(S(=O)(=O)c3ccc4c(c3)OCCO4)CC2)c1 | 4
COC(=O)c1ccc2c(c1)sc(=NC(=O)CCS(=O)(=O)c1ccccc1)n2C | 0
Cc1sc2ncnc(NS(=O)(=O)c3ccc(Cl)cc3)c2c1C | 4
CC1(C)O[C@@H]2[C@H](O1)[C@@H](CO)O[C@H]2n1cnc2c(=O)[nH]cnc21 | 0
CC1(C)CC(=O)C=C(c2ccc(F)cc2OCc2ccccc2)C1 | 1
O=C(COc1ccc(F)cc1)Nc1cc(Cl)ccc1-n1cncn1 | 6
Cc1nc(SCC(=O)c2c(N)n(C3CC3)c(=O)[nH]c2=O)[nH]c(=O)c1CCO | 5
Cc1sc2nc(CSCC(=O)NC3CCCCC3)[nH]c(=O)c2c1C | 2
CCCCn1c(N)c(N(CCOC)C(=O)c2cccc(S(=O)(=O)N(CC)c3ccccc3)c2)c(=O)[nH]c1=O | 0
COc1ccc(-c2nn(-c3ccccc3)cc2C(=O)N(C)CC(=O)Nc2ccccc2Br)cc1 | 2
CC1CCCN(C(=O)CNC(=O)c2sc3ccccc3c2Cl)C1 (configuration not stated) | 1
Cc1c(C(=O)N(C)Cc2nc3ccccc3c(=O)[nH]2)oc2ccccc12 | 2
CCCCOc1ccc(/C=C/C(=O)OCC(=O)NC2CCS(=O)(=O)C2)cc1OCC (configuration not stated) | 3
O=C(COc1coc(CN2CCN(c3ccccc3F)CC2)cc1=O)NC1CCCCC1 | 3
CC(NC(=O)CNC(=O)c1cccs1)c1cccc(C(F)(F)F)c1 (configuration not stated) | -3
O=C(Cn1cnc2c(NCc3ccccc3)ncnc21)NCc1ccccn1 | 4
Nc1c(Cl)ncnc1Nc1ccc(C(=O)O)cc1 | 3
C=C1[C@H](C)CN[C@H]1CCO | 4
Cc1ccc(C)c(-c2nnc(NC(=O)c3ccc([N+](=O)[O-])o3)o2)c1 | 0
O=C(COC(=O)Cc1ccc(S(=O)(=O)N2CCOCC2)s1)Nc1ccc(F)cc1F | -2
CCN(CC)CCn1c2c(c(SCC(=O)Nc3cc(C)ccc3C)nc1=O)CCC2 | 3
CN(C)C1=NC[C@H](Cc2ccccc2)N1CCc1cccc(F)c1 | 6
O=C1CN(C(=O)COC(=O)c2ccc(Cl)cc2)c2ccccc2N1 | 3
c1ccc(CN2CCc3[nH]c4ccccc4c3C2)cc1 | 2
C[C@H]1COC(=O)[C@H](CC(=O)OC(C)(C)C)C/C=C\C[C@@H](CC(=O)N[C@H](CO)Cc2ccccc2)C(=O)N1 | 6
Cc1cc(O)c(N=Cc2cc3c(cc2[N+](=O)[O-])OCO3)cc1C | -6
O=S(=O)(c1ccc2c(c1)OCCO2)C1CCC(S(=O)(=O)c2c(F)cccc2F)CC1 (configuration not stated) | 1
CC(=O)c1ccc(N2CCN(C(=O)c3cn(Cc4ccccc4)nc3-c3cccnc3)CC2)c(F)c1 | -4
Cc1c(C(=O)OCC(=O)N(C)Cc2ccccc2)oc2ccccc12 | -1
CC(C)CC1Nc2ncnc(N3CCN(c4ccccn4)CC3)c2N(Cc2ccc(Cl)cc2)C1=O (configuration not stated) | 6
C=CCN1CCc2cc(O)c(O)cc2C(c2ccccc2)C1 (configuration not stated) | 0
COc1cc(C2C3=C(COC3=O)Oc3cc4c(cc32)OCO4)cc(OC)c1OC (configuration not stated) | 6
Cc1cccc(NC(=O)C2CCN(C(=O)c3ccccc3C)CC2)n1 | -1
CC(C)C[C@@H](CNCC(=O)[C@H](CC(=O)O)NC(=O)c1[nH]cnc1C(=O)N[C@H](CN)CC(C)C)NC(=O)c1nc[nH]c1C(=O)N[C@@H](C)C(=O)O | -1
CC1COCC(C)N1C1=C(Cl)C(=O)c2ccccc2C1=O (configuration not stated) | 0
Cc1ccc(S(=O)(=O)N2CCCCC2)cc1NC(=O)CSc1ncccn1 | 1
Cc1cccc(NC(=O)c2ccc(Cl)c(S(=O)(=O)N3CCc4ccccc43)c2)n1 | 2
CS(=O)(=O)c1ccc(Cl)c(NC(=O)c2cccc(-n3cnnn3)c2)c1 | -1
CC(C)(CNC(=O)c1cc(-c2ccc(Cl)s2)nc2ccccc12)N1CCOCC1 | 2
COc1ccc(C(=O)COC(=O)c2cc(C)no2)c(OC)c1 | 4
